SENP6 block: SENP6 protease inhibitors, primary screen, biochemical, luminescence, uHTS; Sentrin-specific protease 6 (Homo sapiens), Q9GZR1; 330,000 compounds, 1.8% hits; AID 2599, 2010; inhibition, % at 10 µM; Recombinant SENP6 catalytic domain, aminoluciferin luminescence;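 active means inhibition above about 50% at the single tested dose, limit read from the data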;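 further: plate controls were DMSO wells with enzyme for no effect and DMSO wells lacking enzyme for full effect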
Target sequence (Q9GZR1 628-1112 limits assumed): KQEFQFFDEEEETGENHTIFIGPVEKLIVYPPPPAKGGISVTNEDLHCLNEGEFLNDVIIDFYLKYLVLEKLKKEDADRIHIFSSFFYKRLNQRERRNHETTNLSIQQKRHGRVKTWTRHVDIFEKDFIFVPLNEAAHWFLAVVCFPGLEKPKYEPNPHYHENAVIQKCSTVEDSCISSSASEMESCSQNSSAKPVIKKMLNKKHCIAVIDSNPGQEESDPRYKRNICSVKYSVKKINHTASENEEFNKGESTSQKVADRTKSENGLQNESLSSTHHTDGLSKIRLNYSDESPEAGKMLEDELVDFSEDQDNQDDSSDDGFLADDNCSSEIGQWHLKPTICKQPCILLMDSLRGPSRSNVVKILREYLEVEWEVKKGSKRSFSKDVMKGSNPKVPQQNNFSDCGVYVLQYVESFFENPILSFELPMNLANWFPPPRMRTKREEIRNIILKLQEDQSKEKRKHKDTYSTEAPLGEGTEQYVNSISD
SENP8 block-1: human SENP8 protease inhibitors, primary screen, biochemical, fluorescence, Nedd8 protein substrate, uHTS | Sentrin-specific protease 8 (Homo sapiens), Q96LD8 | recombinant SENP8 | inhibition, % at 20 µM | 360,000 compounds, 0.64% hits | AID 602440, 2012; in the data active means inhibition mostly above about 40%, no sharp cut-off; inactive means mostly below about 27%
Target sequence (Q96LD8 whole entry, looked up): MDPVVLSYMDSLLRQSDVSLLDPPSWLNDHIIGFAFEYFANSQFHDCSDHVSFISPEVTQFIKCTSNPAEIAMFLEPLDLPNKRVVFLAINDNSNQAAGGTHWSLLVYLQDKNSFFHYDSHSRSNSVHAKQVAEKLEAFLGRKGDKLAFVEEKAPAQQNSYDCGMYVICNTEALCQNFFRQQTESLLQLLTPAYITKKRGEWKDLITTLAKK
SENP8 block-2: SENP8 protease inhibitors, primary screen, biochemical, luminescence. Sentrin-specific protease 8 (Homo sapiens), Q96LD8. AID 2540, 2010. inhibition, % at 10 µM. 330,000 compounds, 1.2% hits. purified SENP8, Z-RLRGG-aminoluciferin cleavage; in the data active means inhibition above about 50%
SENP7 block: SENP7 protease inhibitors, primary screen, biochemical, luminescence, uHTS; Sentrin-specific protease 7 (Homo sapiens), Q9BQF6; inhibition, % at 5 µM; recombinant SENP7, Z-RLRGG-aminoluciferin luminescence, 40 min; 330,000 compounds, 1.5% hits;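 active means inhibition above about 50% at the single test dose, limit read from the data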;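 further: plate controls were DMSO with enzyme for no effect and no enzyme buffer wells for full effect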
MIN6 prolif: inducers of MIN6 beta-cell proliferation, primary screen, ATP luminescence, uHTS | 330,000 compounds, 0.29% hits | proliferation, % at 10 µM | MIN6 cells proliferation, ATPlite luminescence, 48 h; cells starved in 0.2% serum; 100% = growth in 10% serum | AID 2380, 2010;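 active means compounds whose signal lies at least 3.5 SD above the mean of all wells on their plate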;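 further: 0% = DMSO-treated cells in low-serum medium and 100% = 10% serum control; some compounds called inactive have numbers as strong as hits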
SENP1 FRET inh: human SENP1 catalytic domain inhibitors, primary screen, biochemical, FRET, uHTS; 360,000 compounds, 0.21% hits; AID 624204, 2012; recombinant SENP1 catalytic domain, CyPet-SUMO1-YPet FRET cleavage; Sentrin-specific protease 1 (Homo sapiens), Q9P0U3; inhibition, % at 10 µM;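 active means inhibition at least 30% at 10 µM, raw YFP signal under a set limit, fluorescence ratio 0.5 to 1.5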;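 further: 0% = enzyme with DMSO and 100% = no enzyme wells; some results filed as inactive read as strong as hits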
Target sequence (Q9P0U3 419-644 limits assumed): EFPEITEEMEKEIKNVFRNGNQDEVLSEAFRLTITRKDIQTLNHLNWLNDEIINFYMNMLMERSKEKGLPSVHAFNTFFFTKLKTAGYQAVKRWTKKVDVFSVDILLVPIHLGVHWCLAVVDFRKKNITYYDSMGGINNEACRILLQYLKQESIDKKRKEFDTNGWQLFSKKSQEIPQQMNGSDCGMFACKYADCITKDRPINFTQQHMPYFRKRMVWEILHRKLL
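Material – human SENP1 catalytic domain · Input – SENP1 enzyme, 20 pM final · Compound dosing – single concentration of 10 µM compound, 0.5% DMSO final · Timing – enzyme reaction for 50 min at room temperature, dark · Measured by – FRET fluorescence in CFP and YFP emission channels · Control set – no-enzyme wells low, DMSO-plus-enzyme wells high control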
PfGluPho inh: PfG6PD enzyme inhibitors, primary screen, biochemical, fluorescence intensity, uHTS. glucose-6-phosphate dehydrogenase-6-phosphogluconolactonase (Plasmodium falciparum 3D7). PfGluPho enzyme, NADPH resazurin-diaphorase fluorescence. inhibition, % at 20 µM. 350,000 compounds, 0.78% hits. AID 504690, 2011;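 active means inhibition reaching at least a set limit at 20 µM in the primary screen, cut at about 59% in these data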;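 further: 0% = DMSO wells with substrate and 100% = DMSO wells lacking glucose-6-phosphate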
UBC13 inh: UBC13 polyubiquitin chain formation inhibitors, primary screen, biochemical, TR-FRET, uHTS | 330,000 compounds, 0.47% hits | inhibition, % at 20 µM | Ubiquitin-conjugating enzyme E2 N (Homo sapiens), P61088 | AID 485273, 2010; in the data active means inhibition above about 45%, passing the limit was not always enough
Target sequence (P61088 whole entry, looked up): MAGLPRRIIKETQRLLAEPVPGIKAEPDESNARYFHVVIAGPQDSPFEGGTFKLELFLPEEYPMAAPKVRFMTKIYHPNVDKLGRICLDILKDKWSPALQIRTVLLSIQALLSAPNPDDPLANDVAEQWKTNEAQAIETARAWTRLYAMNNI
HKDC1 inh: HKDC1 hexokinase inhibitors, primary screen, biochemical, fluorescence, uHTS; recombinant HKDC1, G6PDH/diaphorase resazurin coupled fluorescence; inhibition, % at 20 µM; 340,000 compounds, 0.16% hits; AID 493160, 2011;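 active means inhibition above about 35% when tested at 20 µM, limit read from the data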;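 further: plate controls were DMSO wells with enzyme for no effect and DMSO wells lacking enzyme for full effect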
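System: Recombinant HKDC1 hexokinase | Amount: HKDC1 at 5 µg/mL | Reagent: Glucose with 1 mM ATP | Doses: Single 20 µM dose | Incubation: Reaction time 90 min, room temperature, protected from light | Signal: Coupled resazurin fluorescence, excitation 525 nm, emission 613 nm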
* = called active by the depositor; . = no result given. Rows are unselected; about 4% have a hit in one of these screens.

SMILES,SENP6 block,SENP8 block-1,SENP8 block-2,SENP7 block,MIN6 prolif,SENP1 FRET inh,PfGluPho inh,UBC13 inh,HKDC1 inh
COc1ccccc1NS(=O)(=O)c1ccc(N/N=C(\C)C(C)C)c([N+](=O)[O-])c1,-8,30,1,-3,0,1,-3,-26,-10
Cn1c(COc2ccccc2)nnc1SCC(=O)Nc1ccc(S(N)(=O)=O)cc1,-8,8,0,-1,-2,3,1,-5,8
O=C1C2ON(c3ccc(Br)cc3)C(c3cccnc3)C2C(=O)N1C1CCCCC1 (stereo not drawn),9,22,3,1,-3,1,-17,4,1
C=CCn1c(SCC(=O)Nc2ccc(NC(C)=O)cc2)nc2sc(C)c(C)c2c1=O,-6,32,4,-7,-2,1,-6,-1,-3
CN1CC(=O)N(CC(=O)N2N=C(c3ccc(Cl)cc3)CC2c2ccco2)C1=O (stereo not drawn),-9,14,5,-2,0,1,-8,2,-2
NC(=O)c1ccsc1NC(=O)COC(=O)CNC(=O)c1ccc(F)cc1,5,-8,13,2,-4,-3,10,14,-2
Cn1c(CCc2ccc(N)cc2)nc2ccccc21,6,-10,2,20,-1,-5,12,7,-8
COc1ccccc1Nc1ccc([N+](=O)[O-])cn1,8,18,-2,-4,2,6,-7,-7,1
COC(=O)c1ccc(N=NNc2ccccc2)cc1,-6,24,-12,-1,-1,0,9,-18,3
COc1ccc(NC(=O)CSc2nnc(Cc3ccccc3)o2)c(OC)c1,-2,11,-5,-2,-2,2,6,3,-2
CCCn1c(=N)c(C#N)cc2c(=O)n3cccc(C)c3nc21,-11,.,-1,-10,1,.,.,-6,.
CC(C)N(c1ccccc1)c1ncnc(NCCC(=O)O)c1[N+](=O)[O-],-7,16,-9,-4,-2,1,-31,-20,1
Cc1ccc2c(c1)C1(OCCO1)C(=O)N2,2,11,-2,-3,0,0,-6,1,-2
O=C(C1CCN(S(=O)(=O)c2cccc3cccnc23)CC1)N1CCN(c2ccccc2)CC1,3,6,-17,-3,0,1,5,-5,-4
Cc1cc(=O)[nH]c(SCC(=O)Nc2nc(-c3ccccc3)cs2)n1,7,-43,1,-1,-2,0,-23,-4,2
CCCCNC(=S)NNC(=O)c1nn(C)cc1Cl,-10,1,-9,-5,1,2,4,8,0
CCn1c(C)cc(/C=C2/SC(=O)N(CC(=O)N3CCCC3)C2=O)c1C,-22,-45,-3,7,-1,-28,12,-12,6
c1ccc(-c2nnc3sc(-c4ccncc4)nn23)cc1,4,-3,5,0,1,-6,1,9,-4
Cc1ccc(S(=O)(=O)N2CC(C(=O)O)Oc3ccccc32)cc1 (stereo not drawn),-14,25,-1,-1,1,3,15,2,1
Cc1csc(CN(C)C(=O)CC2C(=O)NCCN2Cc2ccc(Cl)c(F)c2)n1 (stereo not drawn),-8,-65,3,-6,2,-8,5,-4,-7

Given with two lines to a compound: two of the compounds above.
Fields – SENP6 block, SENP8 block-1, SENP8 block-2, SENP7 block, MIN6 prolif, SENP1 FRET inh, PfGluPho inh, UBC13 inh, HKDC1 inh
Cc1csc(CN(C)C(=O)CC2C(=O)NCCN2Cc2ccc(Cl)c(F)c2)n1 (stereo not drawn)
 : -8, -65, 3, -6, 2, -8, 5, -4, -7
COc1ccc(NC(=O)CSc2nnc(Cc3ccccc3)o2)c(OC)c1
 : -2, 11, -5, -2, -2, 2, 6, 3, -2

(cont.)
SMILES,SENP6 block,SENP8 block-1,SENP8 block-2,SENP7 block,MIN6 prolif,SENP1 FRET inh,PfGluPho inh,UBC13 inh,HKDC1 inh
CS(=O)(=O)N1CCCC(C(=O)Nc2c(F)cccc2F)C1 (stereo not drawn),-10,6,-1,-7,-1,0,-5,0,-4
COc1cc(/C=C/C(=O)C2C(=O)C=C(C)OC2=O)cc(OC)c1O (stereo not drawn),17,-34,0,-2,0,29,19,-12,13
CC1CCCN(S(=O)(=O)c2csc(C(N)=O)c2)C1 (stereo not drawn),-4,16,-4,-20,-2,0,18,-3,-7
COC(=O)c1cc(S(=O)(=O)N2CCCCCC2)c[nH]1,-7,10,3,-10,-2,0,-10,0,-2
O=C(COc1ccc(S(=O)(=O)N2CCOCC2)cc1Cl)NCc1ccccn1,5,16,0,2,2,1,-6,0,-1
O=C(CCCn1cncn1)N1CCCC(N2CCN(c3ccccc3F)CC2)C1 (stereo not drawn),-2,3,-4,3,-3,2,-14,-10,1
COC(=O)C1=C(O)CSC1=Nc1cccc(C(F)(F)F)c1,-16,0,-7,3,-2,-8,9,1,-13
COc1ccc(Oc2cc(C(F)(F)F)cnc2C(N)=O)cc1,-6,25,2,-5,-2,2,1,2,-2
Cc1sc2ncnc(N3CCC(C(=O)Nc4nc5ccc(Cl)cc5s4)CC3)c2c1C,-3,-25,6,5,-5,-17,6,29,-2
CC1(O)C(=O)c2ccccc2N(c2ccccc2)C1=O (stereo not drawn),-20,-52,-4,2,4,0,-8,7,2
O=C(CNC(=O)c1ccccc1F)NC1CCN(Cc2ccccc2)CC1,-17,4,-2,1,-1,0,2,3,-5
COc1ccc(-c2noc(-c3ccccc3-c3ccccc3)n2)cc1,-6,19,1,-4,-2,3,5,4,4
CCOc1ccc(/C=N/OCC(=O)Nc2ccc3c(c2)OCO3)cc1,-25,4,-8,1,0,-1,4,-2,-2
O=C(Nc1ccccc1C(=O)O)c1ncn[nH]1,.,10,.,.,.,0,21,.,-4
CN(c1ccccc1)S(=O)(=O)c1ccc(NC(=O)c2ccco2)cc1,13,7,5,4,-1,2,4,6,-6
C=CCOc1c(Cl)cc(CNCCCN2CCOCC2)cc1OC,15,5,-7,0,1,0,-9,8,0
CCOc1ccc(OCCSc2nc3ccccc3o2)cc1,-8,47*,3,1,-1,3,4,11,8
CC12CCC(=O)C=C1C(F)CC1C2C(O)CC2(C)C1CCC2(O)C(=O)CO (stereo not drawn),.,20,.,.,.,0,-13,.,-5
Cc1ccc(CNC(=O)CCS(=O)(=O)c2ccc3c(c2)CC(C)N3C(=O)C2CC2)cc1 (stereo not drawn),9,9,10,-9,-1,0,-11,2,0
N/C(=N\OC(=O)COc1ccc(Cl)cc1Cl)c1cccnc1,7,26,-10,5,-1,1,-4,6,-8

Additional compounds
SMILES,SENP6 block,SENP8 block-1,SENP8 block-2,SENP7 block,MIN6 prolif,SENP1 FRET inh,PfGluPho inh,UBC13 inh,HKDC1 inh
O=C(c1ccc(Cl)cc1)c1ccc(OCC(O)CN2CCCCC2)cc1 (stereo not drawn),-18,37,-9,-6,-3,-2,-9,12,3
CCn1c(CNC(=O)c2cc(OC)c(OC)c(OC)c2)cc2cc(C)ccc21,-12,-19,-8,-2,-4,1,1,6,0
CCc1cccc(C)c1NC(=S)N(Cc1cccnc1)Cc1ccco1,-2,4,0,3,-5,-2,-1,-8,-6
CCOc1ccc(-c2cc(C(=O)NCCCn3ccnc3)c3ccccc3n2)cc1,-8,-408,3,3,-1,3,11,16,-5
Cc1ccc(C2CC(=O)C=C(O)C2)cc1 (stereo not drawn),-26,8,-7,4,1,2,-6,-8,-4
O=C(NCCCN1CCOCC1)C(=O)NCc1ccc(Cl)cc1,-9,12,0,-4,0,3,-7,-8,0
O=C(C1CCN(S(=O)(=O)c2cnc[nH]2)CC1)N1CCN(c2ccc([N+](=O)[O-])cc2)CC1,-4,16,-6,-3,6,1,15,-6,-4
O=Cc1c(Cl)[nH]c(=O)n1-c1ccccc1,12,2,-1,4,0,-2,7,-3,-8
CCOc1ccc(NC(=O)c2cnc3scc(C)n3c2=O)cc1,32,-60,26,25,0,-1,5,0,-6
CCCNC(=O)CSc1nc2ccc(OCC)cc2s1,-13,9,-5,7,-3,-1,-10,10,5
Cc1ccccc1NC(=O)C(C)N1C(=O)c2ccccc2C1=O (stereo not drawn),-15,16,3,0,-3,1,-12,-3,2
COc1cc2nc(N(CCCN(C)C)C(=O)c3ccc(S(=O)(=O)N4CCc5ccccc54)cc3)sc2cc1OC,-3,18,-2,-4,-8,-3,46,40,-5
CCOc1ccc(C(=O)NC(=S)Nc2cccnc2)cc1,10,8,-15,2,-2,0,-4,6,-11
COC(=O)c1cc(S(=O)(=O)NCCc2sccc2C)c[nH]1,1,4,6,-9,-1,1,3,4,5
Cc1oc(-c2ccccc2Cl)nc1CS(=O)(=O)CC(=O)NC(C)c1ccccc1 (stereo not drawn),-4,17,9,-3,-2,1,9,5,-6
Cc1ccc(Cc2c(C)nc3nc(SCC(=O)NCCCN4CCCC4)nn3c2C)cc1,-16,23,-5,0,-4,-7,4,33,-9
CCOc1c(Br)cc(C(N)=O)cc1OC,-15,20,3,-1,1,1,-3,9,3
COc1ccc(C(=O)C2CCCN(C(=O)CSC)C2)cc1OC (stereo not drawn),-9,7,-2,-2,-1,-1,-3,3,-5
Cc1ccccc1NC(=O)CSc1ccc(-c2ccco2)nn1,2,5,-4,12,0,3,2,2,-3
CCOc1ccc(C(=O)NN2C(=O)C3C4C=CC(O4)C3C2=O)cc1 (stereo not drawn),1,31,-4,7,-4,1,-10,8,3

(further entries)
SMILES,SENP6 block,SENP8 block-1,SENP8 block-2,SENP7 block,MIN6 prolif,SENP1 FRET inh,PfGluPho inh,UBC13 inh,HKDC1 inh
OCCNC(=S)Nc1ccc2nsnc2c1,82*,-12,61*,32,-5,36*,-18,-47,3
CCNS(=O)(=O)c1ccc(NC(=S)N2CCc3ccccc32)cc1,-2,8,-9,-2,-1,5,13,2,-1
O=C(/C=C/c1ccccc1)C1=C(O)C(=O)N(CCO)C1c1cccc([N+](=O)[O-])c1 (stereo not drawn),-7,-20,0,5,5,-7,-14,-6,-2
Cc1cccc(C(=O)Nc2sc3c(c2C(=O)O)CCCC3)c1,93*,-83,93*,70*,-4,2,80*,3,6
CCc1ccc(C2=NNC(=Nc3cccc(S(=O)(=O)N(C)C)c3)SC2)cc1,-6,-27,-9,6,-7,-1,0,-9,-177
Cc1[nH]c2ccc3c(ncn3CCC#N)c2c1C,12,-34,-7,-2,0,-33,-1,-19,7
O=S(=O)(Nc1ccc2c(c1)nc1n2CCN(Cc2ccccc2)C1)c1ccc(Cl)cc1,-1,-321,2,0,-5,-5,1,0,8
CCC(CC)c1nnc(NC(=O)C2CC(=O)N(CCc3ccc(OC)c(OC)c3)C2)s1 (stereo not drawn),-11,7,-3,-3,3,0,-8,0,-4
Cn1c(N)c(N2CCCCC2)c(=O)n(CC(=O)Nc2cccc(C#N)c2)c1=O,-2,8,9,-4,-2,-8,-7,2,-5
CCOC(=O)/C(=N\Nc1cccc(C(F)(F)F)c1)N(CCOC)CCOC,0,14,3,2,-1,0,9,-4,-9
COc1ccc(C(=O)CCC(=O)O)c(C)c1,6,5,-1,-2,-3,0,-16,4,-8
Cc1ccc(C)c2[nH]c(=O)c(CN(CCCN(C)C)C(=O)NCc3ccccc3)cc12,3,-74,4,-1,0,-1,-16,12,-9

Compound activity (PubChem BioAssay)
